Screening data as filed in PubChem BioAssay.
GC-A act: GC-A (human) enzyme activation; 370,000 compounds, 0.14% hits; HEK293 GC-A cells, cGMP TR-FRET, EC30 ANP; 0% at EC30 ANP, 100% saturating ANP; activation, % at 10 µM; P16066; in the data active = activation above about 40%
hgDAF-12 ag: hgDAF-12 agonism, primary luciferase screen. HEK293 GAL4-hgDAF12 UAS-luciferase reporter, agonist luminescence; normalized to butyrate control. activation, % at 6.8 µM. 370,000 compounds, 1.8% hits;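 active = activation above a cutoff set at the mean of all screened compounds plus 3 SD, cut at about 10% in these data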;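 also: 0% = DMSO wells and 100% = sodium butyrate wells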
DAX1 inh-1: inhibitors of human orphan nuclear receptor DAX1 (NR0B1) | inhibition, % at 6.75 µM | AID 504766 | P51843 | 340,000 compounds, 0.99% hits | HEK293 Gal4-DAX1 luciferase reporter, luminescence;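 active = inhibition above the mean over all tested compounds plus 3 SD, cut at about 4.2% in these data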;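 also: 0% = DAX1-transfected cells with DMSO and 100% = empty-vector control cells with DMSO; inhibition shows as a rise in luminescence from relieved DAX1 repression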
Target sequence (P51843 207-470 limits assumed): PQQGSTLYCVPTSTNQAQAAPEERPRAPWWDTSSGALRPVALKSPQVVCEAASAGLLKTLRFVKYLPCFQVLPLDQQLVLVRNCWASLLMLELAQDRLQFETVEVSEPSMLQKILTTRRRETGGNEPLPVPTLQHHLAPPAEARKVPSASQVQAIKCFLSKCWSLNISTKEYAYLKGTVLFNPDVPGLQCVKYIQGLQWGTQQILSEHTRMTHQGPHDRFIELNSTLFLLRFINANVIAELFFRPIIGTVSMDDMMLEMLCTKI
ADAM10 inh: inhibits human ADAM10. recombinant ADAM10, EDANS/DABCYL FRET peptide cleavage, 3 h. inhibition, % at 7 µM. 370,000 compounds, 0.62% hits. AID 720582;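 active = inhibition above a per-campaign cutoff equal to the mean of compounds falling between control-based bounds plus 3 SD, cut at about 20% in these data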;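 also: 0% = DMSO wells while the 100% control is not disclosed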
DAX1 inh-2: inhibitors of DAX1 repression of SF-1 activated StAR promoter | HEK293T StAR-luciferase reporter, SF-1/DAX-1 repression relief | inhibition, % at 6.8 µM | 370,000 compounds, 1.1% hits | AID 652010;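 active = inhibition above the mean over all tested compounds plus 3 SD, cut at about 3.6% in these data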;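 also: 0% = DAX-1 cells with DMSO and 100% = cells lacking DAX-1 with DMSO; higher inhibition means more luminescence from relief of DAX-1 repression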
FXN GAA850 act: increases GAA850 frataxin promoter reporter activity | AID 540364 | HEK293 lucGAA850 FXN promoter luciferase reporter, 24 h; percent of 10 µM SAHA response | 360,000 compounds, 0.56% hits | activation, % at 6 µM;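 active = activation above the average of all compounds screened plus 3 SD, cutoff fixed separately per campaign, cut at about 7.5% in these data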;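 also: 0% = DMSO wells and 100% = 10 µM SAHA wells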
ssDAF-12 act: activates DAF-12 receptor from parasite S. stercoralis; 370,000 compounds, 1% hits; HEK293 ssDAF-12/GRIP1 lit1-tk-luc reporter, luminescence; % of 3 µM dafachronic acid response; activation, % at 6.8 µM; AID 652126;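 active = activation above the mean over all tested compounds plus 3 SD, cut at about 0.9% in these data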;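 also: 0% = DMSO-only wells and 100% = 3 µM delta7-dafachronic acid wells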
GC-B act: GC-B (human) receptor activation; P20594; HEK293-GC-B cells, CNP EC30, cGMP TR-FRET; 0% at EC30 CNP, 100% saturating CNP; activation, % at 10 µM; 370,000 compounds, 0.11% hits;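 active = activation at 10 µM reaching about 35% in either raw or pattern-adjusted values, limit read from the data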
HGIII-sPLA2 inh: Inhibits HGIII-sPLA2 liposome hydrolysis, primary screen; Q9NZ20; QFRET BODIPY PC-A2 liposome hydrolysis, fluorescence; inhibition, % at 12.2 µM; 370,000 compounds, 0.56% hits;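 active = inhibition above mean plus 3 SD of compounds lying within the high and low control bounds, cut at about 19% in these data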;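 also: 0% = median of test compound wells and 100% = no enzyme DMSO wells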
Target sequence (Q9NZ20 whole entry, looked up): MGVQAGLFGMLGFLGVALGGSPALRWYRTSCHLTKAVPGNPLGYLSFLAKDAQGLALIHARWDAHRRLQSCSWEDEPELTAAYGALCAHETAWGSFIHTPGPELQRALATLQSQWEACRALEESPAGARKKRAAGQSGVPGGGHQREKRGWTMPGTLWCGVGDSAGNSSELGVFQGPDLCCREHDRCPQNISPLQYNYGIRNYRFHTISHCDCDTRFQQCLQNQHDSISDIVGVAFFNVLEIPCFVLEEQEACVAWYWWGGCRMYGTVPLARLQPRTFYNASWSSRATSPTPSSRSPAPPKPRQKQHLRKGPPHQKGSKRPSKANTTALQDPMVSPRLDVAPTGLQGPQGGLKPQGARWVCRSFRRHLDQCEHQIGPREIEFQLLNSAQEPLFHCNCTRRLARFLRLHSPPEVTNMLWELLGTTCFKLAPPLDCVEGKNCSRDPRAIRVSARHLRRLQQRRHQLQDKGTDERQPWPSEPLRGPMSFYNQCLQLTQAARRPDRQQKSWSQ
hcDAF-12 act: activators of H. contortus DAF-12 nuclear receptor | 370,000 compounds, 1.4% hits | AID 652067 | HEK293 hcDAF-12 lit1-tk-luc reporter, luminescence; 0% DMSO, 100% Δ7-dafachronic acid | activation, % at 6.8 µM;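 active = activation above the mean of all tested compounds plus 3 SD, cut at about 5.5% in these data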;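 also: 100% = response to 3 µM Δ7-dafachronic acid high control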
SMARCA2 act: SMARCA2 function activation, primary screen | 370,000 compounds, 1% hits | activation, % at 9.1 µM | MG213 cells, MMTV-luciferase reporter, dexamethasone, overnight; in the data active = activation above about 7.8%;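 also: 0% = vehicle wells and 100% = reference activator wells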
Starred values were filed as active, the others as inactive; i = inactive; . = not tested or not shown; & = joins results of further samples.

mol,GC-A act,hgDAF-12 ag,DAX1 inh-1,ADAM10 inh,DAX1 inh-2,FXN GAA850 act,ssDAF-12 act,GC-B act,HGIII-sPLA2 inh,hcDAF-12 act,SMARCA2 act
Cc1nc2ccc([N+](=O)[O-])cc2c(=O)n1Cc1cccc(Br)c1,1,2.1,0.8,1,-0.3,1.4,-0.5,0,-4,-1.7,-2
O=C(Nc1cccc(NC(=O)c2ccccc2Cl)c1)c1cccs1,3,-4.0,-1.9,4,-1.0,0.8,-1.8,4,-5,-2.8,-1
Cc1ccc(N2CC(NC(=O)C3CC3)CC2=O)cc1 (centres undefined),-2,0.2,2.2,-9,0.6,0.8,-1.1,2,2,-0.7,0
CC1=NN(C(C#N)c2ccc([N+](=O)[O-])cc2)C(C)(C)C1 (centres undefined),4,-1.0,.,2,-0.5,.,-0.8,7,-7,0.8,-1
CN(C)Cc1nnnn1-c1cccc(-n2nnnc2CN(C)C)c1,4,3.0,-0.4,0,-0.5,-0.3,-0.9,3,2,-1.0,-4
Nc1ccc(S(=O)(=O)Nc2ccc(C(=O)c3ccccc3)cc2)cc1,4,-2.5,-0.6,8,-0.7,1.3,-1.5,3,-11,-3.3,-1
CCN1CCN(C(=O)C2CCCN(S(=O)(=O)c3cc(Cl)ccc3Cl)C2)CC1 (centres undefined),3,-2.0,0.8,2,-2.5,0.5,-1.4,4,1,-0.9,0
Cn1cnc2cc(NC(=O)c3cccs3)ccc21,1,6.9,5.7*,-13,4.6*,2.9,-1.3,-1,10,3.9,-1
CCCCCCC(=O)N/N=C/c1ccc(Br)cc1,2,1.3,0.8,1,-0.3,1.6,-1.6,-3,-4,-0.7,-1
COc1ccc(N2CCN(C(=O)c3ccc(CNS(=O)(=O)c4cccc(OC)c4)cc3)CC2)cc1,-4,-4.1,-1.0,-3,-7.3,-0.5,-1.8,-2,-11,-3.5,-3
COC(=O)[C@@]1(Sc2ccc(C)cc2)CC(=O)N[C@@H]1c1ccc(Br)cc1,3,0.9,.,-1,-0.2,.,-0.8,5,0,-1.5,4
Cc1ccc(NC(=O)CCSCCc2ccccn2)cc1,5,-2.5,-0.4,5,-0.1,2.7,-1.1,0,2,-1.1,2
Cc1ccc(-c2nnc(SCC(=O)N/N=C/c3ccccc3C(=O)O)n2-c2ccc(Cl)cc2)cc1,-2,-1.4,-0.8,13,0.2,-0.8,-2.1,7,-9,-1.1,2
CCn1c(=O)c(C(=O)CN2c3ccccc3CC2C)c(N)n(Cc2ccccc2)c1=O (centres undefined),41*,1.4,-0.2,-4,0.3,2.6,-0.5,9,4,-3.0,-4
CCOC(=O)C1(C)CCCN(C(=O)c2cccc3ccccc23)C1 (centres undefined),-1,1.3,.,-8,-0.8,-0.1,-1.4,-6,4,-1.6,-2
O=C(NCC(=O)N(Cc1ccco1)C(C(=O)NC1CCCCC1)c1cccnc1)c1ccco1 (centres undefined),1,-1.2,-1.5,-7,0.2,-0.5,-1.0,2,-4,0.1,-6
COc1ccc(OCC(O)CN2CCCCC2)cc1 (centres undefined),2,-1.3,0.1,4,-0.2,-0.3,-0.7,-10,14,1.4,0
CCOCCOC(=O)c1[nH]c2c(c1C)C(=O)CC(c1ccc(N(C)C)cc1)C2 (centres undefined),1,1.0,-0.4,-3,-0.5,0.7,-2.6,-2,-3,-2.3,-2
O=C(Nc1ccccc1N1CCN(c2ccccc2)CC1)c1ccccc1F,9,4.0,-0.9,1,-0.1,0.4,-1.3,-2,4,0.5,-2
CCN(CC)c1ccc2c(C)cc(=O)oc2c1,2,4.9,0.2,i,0.4,1.3,-0.9,-3,-1,-3.2,6
COc1cc(C2c3sc(=O)[nH]c3SC3C4CCC(C4)C23)ccc1O (centres undefined),-8,-2.5,0.1,5,0.3,-4.0,-1.7,-3,-20,-1.0,-2
O=[N+]([O-])c1ccc(C(=Nc2cccc3ccccc23)N2CCOCC2)cc1,-18,0.7,0.4,3,-0.3,-1.1,-1.0,-13,0,0.9,-1
CCC(=O)N1CCN(c2ccc(OC)cc2[N+](=O)[O-])CC1,-10,3.8,0.2,-1,-0.8,-2.7,-1.6,-3,10,-2.5,-2
Cc1ccc(S(=O)(=O)Nc2ccc(Cl)cc2)cc1NC(=O)Cn1cnc2c1c(=O)n(C)c(=O)n2C,-5,-0.9,-0.7,8,-0.3,3.1,-0.5,3,-27,1.4,-3
O=C(NCCS(=O)(=O)NCc1ccccc1)c1ccc2c(c1)OCO2,2,1.7,-0.9,-7,0.6,1.0,-0.5,-9,0,-0.1,0
C/C(=N/NC(=O)Cc1cccn1C)c1ccccc1,6,-1.6,-0.1,-2,0.5,2.1,-0.7,-3,4,-1.1,-1
CCN(c1ccccc1)S(=O)(=O)c1nnc(NC(=O)c2ccco2)s1,0,-2.5,0.5,-6,0.7,2.8,-0.3,4,9,0.5,-2
CN1CCN(S(=O)(=O)c2ccc(NC(=O)Cc3ccc([N+](=O)[O-])cc3)cc2)CC1,1,2.1,0.4,2,-0.6,-1.4,-0.3,-2,-22,-0.4,-2
CCCCN(CC)CCCNC(=O)c1cc2c(=O)n(C)c3ccccc3c2n1C,0,0.9,3.2,-64,4.7*,1.9,-1.6,0,3,-0.9,0
COCCN1C[C@@H](CO)O[C@@H](n2cnc3c(N(C)C)ncnc32)C1,-1,-2.1,.,-1,-0.4,-0.4,-0.9,3,7,1.3,-3
COc1ccccc1-n1c(-c2ccccc2)c[n+]2c1CCc1ccccc1-2,-2&-2,-11&-9.6,-3.9&-2.9,2&-8,-2.7&-5.6,-4.7&-7.7,-2.5&-3.4,4&-4,5&3,-4.6&-4.6,-7&-7
CC1Cc2ccccc2N1C(=O)CN1CCc2ccccc2C1 (centres undefined),0,-1.5,0.3,-19,0.3,1.8,-0.7,-2,-8,0.7,-4
Cc1ccc(S(=O)(=O)N2CCN(C(=O)CCC(=O)OCC(=O)Nc3cccc(C#N)c3)CC2)cc1,-8,3.1,-0.6,-1,-0.4,1.0,-1.6,-2,-18,0.6,-2
CC1(c2ccccc2)CC(C)(C)N2C(=O)/C(=C3\SC(=S)NC3=O)c3cccc1c32 (centres undefined),-9,-1.4,-0.5,-4,-0.1,0.8,-0.6,2,-6,-1.6,4
NS(=O)(=O)c1ccc(CCNC(=O)CSc2nc3ccsc3c(=O)n2Cc2ccccn2)cc1,-1,4.2,2.2,-24,0.5,0.3,-0.1,4,3,2.5,2
CCc1ccc(NC(=O)Cn2c(=O)n(CCC(=O)NC3CCN(Cc4ccccc4)CC3)c(=O)c3ccccc32)cc1,-14,4.4,1.2,-4,-0.2,2.6,-1.9,-12,9,-1.8,-4
CC(=O)Nc1ccc2sn(-c3ccccc3)c(=O)c2c1,15,-0.2,-1.0,2,1.0,-6.9,-1.5,7,7,-0.3,17*
COCCNC(=O)C1(C)CCCN(C(=O)CCc2ccccc2)C1 (centres undefined),4,-0.4,.,-8,0.5,-0.9,-1.3,2,0,-0.8,-2
COC(=O)c1sc(S(=O)(=O)Nc2ccc(Br)cc2)c(C(=O)OC)c1C,2,-4.1,-0.4,7,0.3,3.9,-1.5,-1,-44,-0.5,-1
Cc1ccccc1-n1nc(C)c2cc(C(=O)N3CCOCC3)sc21,1,4.4,0.6,3,-0.2,1.6,-1.6,4,2,0.7,-1
COCC(C)(C)COS(N)(=O)=O,-1,-0.4,1.4,1,1.0,0.9,-1.4,-2,1,1.5,-1
CCCCOCCCNC(=O)C[C@@H]1C[C@@]2(C(=O)OC)CCCCC=C2N(Cc2cccc3ccccc23)C1=O,-5,-2.7,.,1,-1.0,.,-1.3,-3,-30,-3.3,-6
Cc1ccc(NC(=S)N(Cc2ccc(Br)cc2)Cc2ccc(C(=O)O)cc2)cc1C,-2,1.0,0.0,10,0.1,-1.7,-1.4,-1,-24,-1.5,-1
CC(=O)NS(=O)(=O)c1cccnc1Nc1cccc(Cl)c1,1,-0.6,0.8,1,0.0,0.1,-1.0,3,1,0.3,0
O=C1CCCC2=C1C1(CCCCC1)N=C(Nc1nc3ccccc3s1)N2,-9,-2.0,0.2,4,0.2,2.3,-1.1,-3,2,-0.7,-3
CCc1nc2c(OCCOc3ccccc3)cccn2c1N(C)C(=O)c1ccc(C)cc1,1,-3.3,.,-13,-0.5,-2.8,-0.4,6,0,-1.0,1
COc1ccc(NS(=O)(=O)c2ccc(O)c(C(=O)OCC(=O)NC3CCCCC3)c2)cc1,-1,-1.5,0.3,2,0.3,0.1,0.0,-2,-11,0.2,4
CSc1nnc(-c2sc3cc(C(F)(F)F)cnc3c2-c2ccccc2)n1C,-1,-1.6,-1.3,-39,-2.1,-3.3,-1.4,-1,-1,-2.4,-3
COC(=O)COC(=O)c1ccccc1NC(=O)c1ccccc1,4,-0.4,1.5,0,0.1,0.9,-1.8,2,-4,-1.8,3
COC(=O)CNC(=O)CSc1nc2c(sc(=S)n2-c2ccccc2)c(=O)[nH]1,3,-0.3,-0.5,10,-0.5,2.5,-1.1,2,3,-2.3,0
O=C(CCn1cnnn1)N1CCCC(Nc2ccc(F)cc2)C1 (centres undefined),2,1.6,-0.2,-3,-0.2,-1.5,-1.0,-6,2,-0.4,-2
O=C(Nc1ccc(S(=O)(=O)Nc2ncccn2)cc1)C1COc2ccccc2O1 (centres undefined),-3,0.9,4.0,-6,0.5,0.2,-0.2,0,-7,-1.4,0
Cc1ccc(CN(C)S(=O)(=O)c2c(C)noc2/C=C/N(C)C)cc1,-7,3.1,0.7,9,0.1,0.0,-0.9,-3,9,0.6,-5
CN1C(=O)N(CC(=O)Nc2nccs2)C(=O)C12CCCCC2,1,5.8,0.2,-17,-0.4,0.1,-0.7,6,5,0.1,-1
CCOC(=O)C1=C(C)N=c2s/c(=C\c3ccc(OCC(=O)O)cc3)c(=O)n2C1c1ccccc1 (centres undefined),-5,-2.4,0.7,6,0.0,-0.1,-2.1,-5,-32,-1.0,-3
CCCOc1ccc(N2C(=O)CC(N3CCN(C(=O)c4ccco4)CC3)C2=O)cc1 (centres undefined),4,0.8,2.8,-6,-0.5,-3.2,-1.5,5,5,-2.2,-3
Cc1ccc(NC(=O)CN2C(=O)S/C(=C\c3cc(C)n(C)c3C)C2=O)cc1,1,-1.2,-2.1,-2,-1.1,-1.4,-1.9,-1,-16,-2.1,8
